Source: PubChem
Pf apPOL inh: Pf-apPOL DNA polymerase inhibition | Recombinant Pf-apPOL, molecular beacon fluorescence, 1.5 h | inhibition, % at 10 µM | actives 0.25% (n = 210,000)
mHTT CaM bind: disrupts binding of mutant huntingtin to calmodulin; P42858; AlphaScreen His-mHTT/GST-CaM binding, luminescence; inhibition, % at 15 µM; actives 3.6% (n = 190,000);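 further: 0% = both proteins with DMSO and 100% = one protein alone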
Numbers without * were called inactive; i = inactive; . = not tested or not shown; & = joins results of further samples. No stated cut-off is given here; in the data, active means inhibition above about 50%; inactive means the rest.

SMILES	Pf apPOL inh	mHTT CaM bind
Cc1cccc(-n2nc3c(c2NC(=O)C2CCCCC2)CS(=O)C3)c1C (centres undefined)	-3	-4
COc1cccc(-c2cc(C3CCN(S(=O)(=O)c4ccc(F)cc4F)CC3)[nH]n2)c1	-3	10
COc1ccc(NC(=O)c2cc3ccc(O)cc3oc2=Nc2ccc(C(=O)O)cc2)cc1OC	-5	9
CC(C)(C)c1cc(C(=O)N2CCN(c3ccc(C(F)(F)F)cn3)CC2)n(Cc2ccc(F)cc2)n1	-9	.
NN=C1c2cc([N+](=O)[O-])ccc2-c2ccc([N+](=O)[O-])cc21	4&0	.
O=C(c1cc2ccccc2o1)N1CCN=C1SCc1cccc([N+](=O)[O-])c1	-21	-1
N#Cc1ccc(C(=O)NCc2nnc3n2CCCC3)cc1	2	-8
CCCCCNC(=O)CSc1nc2ccccc2[nH]1	-5	3
O=C(NCc1csc(-c2ccccc2)n1)C1CCCN1C(=O)Nc1cccc(F)c1 (centres undefined)	2	-3
COc1cccc(/C=C2/NC(=O)N(CC(=O)Nc3ccc(F)cc3)C2=O)c1OC(C)C	-10	10
CCC(=O)N1CCN(c2ccc([N+](=O)[O-])cc2F)CC1	-5	2
CCc1ccccc1NC(=O)N1CCc2c(c(COc3ccc(F)cc3)nn2C)C1	0	50
CCc1cc2c(SCC(=O)Nc3ccc(Br)cc3)ncnc2s1	-1	-5
Cc1cc(NC(=O)CSc2nnc(C)s2)no1	.	-4
O=C(Nc1ccc(Cl)cc1F)c1cccc(Cn2cncn2)c1	-13	-4
COc1cccc(NC(=O)c2ccnc(N3CCC(C(=O)Nc4cccc(C)c4)CC3)c2)c1	-3	-7
COc1ncccc1CNC(=O)CC1CCN(C(C)C)CC1	-2	-4
COc1ccc(Cl)cc1NC(=O)CCCn1nc([N+](=O)[O-])c(Cl)c1C	6	11
Cc1ccccc1NC(=O)c1ccc(-c2cnc(N3CCCC3)nc2)cc1	4	-8
CCSc1nnc2n(-c3ccccc3OC)c(=O)c3c4c(sc3n12)CCC4	-8	15
Cc1nc2ccccc2nc(C)c1=NOCc1ccc(Cl)c(Cl)c1	0	21
O=C(NC1(C(F)(F)F)N=C2SCCN2C1=O)c1ccco1 (centres undefined)	.	-8
CSc1nc2n(n1)C(c1ccc(Cl)cc1)C=C(c1ccccc1)N2 (centres undefined)	.	8
CC(=O)Nc1ccc(-c2noc(C3CCN(C(=O)c4ccc(C)cc4)CC3)n2)cc1	-1	8
COc1ccc(-c2cn3ccc(C)cc3n2)cc1	4	9

Fetched by structure from above:
SMILES	Pf apPOL inh	mHTT CaM bind
Cc1ccccc1NC(=O)c1ccc(-c2cnc(N3CCCC3)nc2)cc1	4	-8
N#Cc1ccc(C(=O)NCc2nnc3n2CCCC3)cc1	2	-8
O=C(c1cc2ccccc2o1)N1CCN=C1SCc1cccc([N+](=O)[O-])c1	-21	-1
CCC(=O)N1CCN(c2ccc([N+](=O)[O-])cc2F)CC1	-5	2
CC(C)(C)c1cc(C(=O)N2CCN(c3ccc(C(F)(F)F)cn3)CC2)n(Cc2ccc(F)cc2)n1	-9	.
COc1ccc(Cl)cc1NC(=O)CCCn1nc([N+](=O)[O-])c(Cl)c1C	6	11

(cont.)
SMILES	Pf apPOL inh	mHTT CaM bind
CCC(C)NC(=O)C1CCN(c2cc(Br)ccc2C)C1=O (centres undefined)	-4	-3
FC(F)(F)c1cc(-c2ccco2)nc(NCc2cccs2)n1	-4	-23
CSc1cccc(NC(=O)N2CCC(c3nc(C(=O)N4CCCC4)c(C)o3)CC2)c1	-5	-3
Cc1ccc(C(=O)N2CCC(c3ccn4ncc(C(=O)N5CCC(C)CC5)c4c3)CC2)cc1	0	17
FC(F)(F)c1ccc(N2CCN(Cn3nnc4ccccc43)CC2)nc1	-1	.
O=C(CC1CCN(C(=O)c2ccccc2)CC1)NCCc1ccc(Cl)cc1	-1	10
COc1cc(-c2ccccc2)nc(N)n1	0	1
COc1cccc2cc(C(=O)NC(C)=O)c(=Nc3ccccc3C)oc12	-1	0
O=C(NC1CCCCC1)c1ccc(-c2cccc(F)c2)nc1	1	-7
CCOc1cccc(CNc2ccc(F)c(Cl)c2)c1O	1	63*
Cc1nnc(CNC(=O)C(=O)Nc2ccc(C)c(F)c2)o1	-3	-8
CCN(Cc1ccccc1)Cc1cc([N+](=O)[O-])ccc1O	-2	-4
Cc1ccc(NC(=O)N2CCC(n3c(-c4ccco4)nc4cccnc43)C2)cc1 (centres undefined)	0	1
COc1ccc(CC(=O)N2CCC(Nc3cccnc3)C2)cc1 (centres undefined)	-4	-4
CC(=NNC(=S)NC(C)(C)C)c1ccc(Oc2c(Cl)cncc2Cl)cc1	-4	.
CCS(=O)(=O)c1nc(-c2ccc(F)cc2)cc(C(F)(F)F)n1	.	-2
Cc1ccccc1NC(=O)CN1CCC(c2nc(-c3ccccc3Cl)no2)CC1	-6	-3
CC(C)CNC(=O)C1c2ccccc2CC(=O)N1Cc1ccccc1 (centres undefined)	0	-1
CC(=O)N(CCN(C(C)=O)c1ccc(C)cc1)c1ccc(C)cc1	-8	6
C=CCc1cccc(OC)c1OCc1ccc(C(=O)O)cc1	6	1
COc1ccc(OC)c(NC(=O)N2CCc3cn(C)c4cccc(c34)C2)c1	3	62*
COc1cc2c(cc1OC)C(C(=O)N(C)c1ccc(C(C)C)cc1)C(c1cccs1)N(C)C2=O (centres undefined)	3	39
COc1ccccc1OCCOc1ccc(C)cc1[N+](=O)[O-]	-4	-10
CC(C)c1ccc(C(=O)N2CCc3nc(-c4ccc(F)cc4)ncc3C2)cc1	0	-10
CC(C)OCCCNC(=O)CN1C(=O)/C(=C/c2ccc(Cl)cc2)Sc2ccccc21	0	2
Later entries.
SMILES	Pf apPOL inh	mHTT CaM bind
Cc1ccc(CNC(=O)C2CCCN(c3ncccc3-c3noc(C4CCC4)n3)C2)cc1 (centres undefined)	-1	14
COc1ccc(N2CCN(C(=O)C3(C)CC3(Cl)Cl)CC2)cc1 (centres undefined)	0	12
CN(Cc1ccccc1)C(=O)c1cc2n(n1)C(C(F)(F)F)CC(c1ccc(Cl)cc1)N2 (centres undefined)	-154	-2
COc1ccc(NC(=O)c2ccc(N3CC4CC(C3)c3cccc(=O)n3C4)c(N)c2)cc1Cl (centres undefined)	-8	27
COc1ccc(OC)c(C2=NOC(C(=O)NC3CCCCC3)C2)c1 (centres undefined)	13	-6
O=C(c1cccc(F)c1)N1CCCC2(C1)Nc1ccccc1NC2=NC1CCCC1 (centres undefined)	-4	18
CN=C1S/C(=C/c2cn(C)c3ccccc23)C(=O)N1C	2	4
Cc1ccccc1NS(=O)(=O)c1ccc2[nH]cc(C(=O)NCCCOC(C)C)c(=O)c2c1	-16	6
Cc1oc(C2CCN(C(=O)C3CCC3)CC2)nc1C(=O)N1CCCCC1	-1	8
COc1ccccc1OCC(=O)NC(C)C(=O)O (centres undefined)	-2	1
COc1ccc(C2(C)CC(C)(C)N(C(=O)C(F)(F)F)c3ccccc32)cc1 (centres undefined)	-1	-25
O=C(CSCCO)Nc1nccs1	.	0
CSc1nnc(CCCO)n1-c1ccc(Cl)cc1Cl	8	.
Cc1cc(C(=O)Nc2ccc(Cl)cc2F)nc2ccnn12	7	-4
CN1C(=O)C(=O)C(=C(O)c2ccc(Br)cc2)C1c1ccccc1F (centres undefined)	1	-5
Cc1ccc(C=CS(=O)(=O)N2CC3CC2C(=O)O3)cc1 (centres undefined)	3	-5
N/C(=N\OC(=O)c1ccc(F)cc1)c1cccnc1	1	i
CCOC(=O)Cc1ccc(NC(=O)N2CCC3(CC2)Nc2ccccc2-n2cccc23)cc1	4	76*
O=C(Cc1ccc([N+](=O)[O-])cc1)NCCc1cccc(Cl)c1	1	15
O=C(Nc1nnc(-c2ccc3c(c2)OCCO3)o1)c1cc(Cl)ccc1Cl	-78	20
Cc1cccc(CNC(=O)C2CCCN(c3nccc(C)n3)C2)c1 (centres undefined)	1	-11
CC(CC#CCN1CCOCC1)OCCC#N (centres undefined)	3	4
C/C=C(\C)CN1CCN(c2ccccc2F)CC1	2	-10
O=C(Nc1ccc(F)cc1F)c1nccnc1Oc1cccc(C(F)(F)F)c1	-3	.
COc1ccc(N2CCN(S(=O)(=O)c3ccc(OC)c(Br)c3)CC2)cc1	4	-2
Next section.
SMILES	Pf apPOL inh	mHTT CaM bind
COc1cc(NC(=O)Cn2nc(C(F)(F)F)c(Br)c2C)c(OC)cc1Cl	-1	-4
O=S(=O)(Nc1ccc(O)cc1)c1ccc(F)cc1	-4&-2	-17&-2
NC(=O)Cn1c(=O)c2cccn2c2ccc(F)cc21	-1	-4
Cc1cc(C)cc(C(=O)N2CCc3c(c(-c4nc(C)no4)nn3C)C2)c1	-2	-6
CN(CN1C(=O)C(=O)c2ccccc21)c1ccccc1	3	6
Clc1ccc(C2C=C(c3cccc(Br)c3)Nc3nnnn32)cc1 (centres undefined)	1	-3
O=C(Nc1cccc(Cl)c1)c1ccc(F)c(S(=O)(=O)NCc2ccco2)c1	-3	15
CC(C)CN1CCN(C(=O)C2CCCN(c3cn[nH]c(=O)c3)C2)CC1 (centres undefined)	1	1
Cc1cc(OCc2cn(CC(=O)c3ccc(O)cc3)nn2)cc(C)c1C	4	0
O=C(CC(=O)c1ccc([N+](=O)[O-])cc1)Nc1ccc2c(c1)OCO2	-4	51*
Cc1ccc(N2CC(C(=O)N3CCCCC3C)CC2=O)cc1Cl (centres undefined)	-2	-4
O=C(C1CC(=O)N(c2ccc(F)c(Cl)c2)C1)N1CCNc2ccccc2C1 (centres undefined)	-4	2
COc1ccc(NC(=O)c2nc(C)n(C3CCN(C(C)=O)CC3)c2C)cc1OC	-7	30
Cc1ccc(Cl)cc1NC(=O)CN1CCN(S(=O)(=O)N2CCOCC2)CC1	-5	-7
CCN(CCCNC(=O)CC(C(=O)N1CCc2ccccc21)n1ccnc1)c1cccc(C)c1 (centres undefined)	-10	74*
CCc1nc(-c2c(C)cc(C)nc2NC(=O)c2cc(F)cc(F)c2)no1	-4	-6
O=C(Nc1ccc2c(c1)C(=O)OC2)c1ccc(C(F)(F)F)cc1	0	-3
COc1cc2c(cc1OC)C(C(=O)N1CCCC(C)C1)C(c1cccs1)N(C)C2=O (centres undefined)	3	10
Cc1cccc(/C=C2\N=C(c3cccc(I)c3)OC2=O)c1	4	4
Cn1cccc1C(=O)N1CCCC(OCc2nc(C3CC3)no2)C1 (centres undefined)	1	-3
CCN(CC)c1nc2c(c(=O)n(C)c(=O)n2C)n1CC(=O)c1ccc(Br)cc1	-1	4
Cc1sc2c(=O)n(C3CC3)cnc2c1C(=O)NCc1cccc(Cl)c1	0	4
O=C(Nc1cnn(Cc2ccc(F)cc2)c1)c1cc(-c2ccc3c(c2)OCO3)on1	4	-5
O=C(Cc1cccc(F)c1)N1CCCC1c1nc(-c2cccc(Cl)c2)no1 (centres undefined)	1	1
O=C(Nc1c(Cl)cccc1Cl)C1(c2ccccc2)CCOCC1	86*	2
(more compounds)
SMILES	Pf apPOL inh	mHTT CaM bind
CCn1cc(Cn2cc(NC(=O)CCn3nc(C(F)(F)F)c(Cl)c3C)cn2)cn1	.	0
FC(F)(F)c1cc(NC(=S)NC2CCCCC2)cc(C(F)(F)F)c1	5	.
Nc1ccc(Cl)cc1C(=O)NNC(=O)c1cccnc1Oc1ccccc1	2	.
O=C(c1cnccn1)N1CCC(CCOc2ccccc2)CC1	0	-1
Cc1ccc(C(=O)NC2=NCCS2)o1	-5	9
O=c1ccc(-c2ccc(Cl)cc2)nn1CCNS(=O)(=O)c1ccc2c(c1)CCCC2	-10	80*
C(#Cc1cncc(-c2nc(-c3ccccc3)no2)c1)c1ccccc1	6	.
Cc1cccc(NC(=O)C2CCCN(c3ncc(-c4ccc(F)cc4)cn3)C2)c1 (centres undefined)	0	-6
CCOc1ccc(NC(=O)c2ccc(Br)o2)cc1	3	-2
O=C(NCc1cccs1)C(=O)Nc1ccon1	-5	-13
COc1ccc(/C=C2/SC(=N)NC2=O)c(OC)c1OC	-9	1
CCn1nccc1C(=O)Nc1nc2ccc(S(=O)(=O)N(C)C)cc2s1	0	0
O=C(NC(Nc1ccc(Cl)cc1)C(=O)c1ccccc1)c1cccs1 (centres undefined)	-3	81*
COc1cc(-c2nc3ccccc3n2C)cc(OC)c1OC	3	5
COc1ccc2c(COc3ccc4c(=O)c(-c5ccc6c(c5)OCCO6)coc4c3)cc(=O)oc2c1	-8	-7
Cc1ccc(N2CN(CCC(C)C)S(=O)(=O)c3cccnc32)cc1	1	-26
CC1CCN(Cc2csc(N3CCN(C(=O)C(C)(C)C)CC3)n2)CC1	-1	2
CCCc1nc(C)c2c(n1)N(Cc1cccnc1)C(=O)CC2	-5	12
COCCN1CCC(N2CCCN(C(=O)c3cc(Cl)ccc3F)CC2)C1=O (centres undefined)	6	-4
N#C/C(=C\c1ccccc1F)c1nn(CCO)c(N)c1C#N	-1	8
CC(C)C(=O)Nc1c2c(nn1-c1ccc(F)cc1)CS(=O)(=O)C2	-1	-3
CC1CC(C)CN(C(=O)c2ccccc2F)C1 (centres undefined)	2	-9
Cc1ccc(CCNC(=O)c2cc3n(n2)CCCN(Cc2ccc(F)cc2)C3=O)cc1	26	3
Cc1nc(C)c(C(=O)NN)cc1C(=O)NN	-4	-1

5 entries out of the list, sorted by heavy-atom count, smallest number first:
SMILES	Pf apPOL inh	mHTT CaM bind
CCC(=O)N1CCN(c2ccc([N+](=O)[O-])cc2F)CC1	-5	2
O=C(CC(=O)c1ccc([N+](=O)[O-])cc1)Nc1ccc2c(c1)OCO2	-4	51*
COc1ccc(Cl)cc1NC(=O)CCCn1nc([N+](=O)[O-])c(Cl)c1C	6	11
Cc1oc(C2CCN(C(=O)C3CCC3)CC2)nc1C(=O)N1CCCCC1	-1	8
COc1ccc(NC(=O)c2ccc(N3CC4CC(C3)c3cccc(=O)n3C4)c(N)c2)cc1Cl (centres undefined)	-8	27
